# 14-3-3g Raf – alters human 14-3-3 gamma binding to Raf peptide; P61981; FP, 14-3-3gamma / TMR-pS259-Raf peptide binding; inhibition, % at 40 µM; actives 0.19% (n = 160,000); AID 422; in the data active = inhibition above about 30%;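 note: 0% = protein plus tracer without compound and 100% = blank with tracer alone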
# Target sequence (P61981 whole entry, looked up): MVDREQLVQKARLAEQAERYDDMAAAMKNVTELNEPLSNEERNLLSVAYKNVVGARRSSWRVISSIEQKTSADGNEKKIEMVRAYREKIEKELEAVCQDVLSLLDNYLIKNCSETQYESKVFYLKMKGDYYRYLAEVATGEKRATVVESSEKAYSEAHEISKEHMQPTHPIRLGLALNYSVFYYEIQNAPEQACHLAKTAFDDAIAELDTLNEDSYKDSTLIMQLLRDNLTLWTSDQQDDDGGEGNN
# * hit, by the source's call; & = joins results of further samples. These rows are one share of the data, so the mix of outcomes need not match the whole.
# The opening 2 compounds, ahead of the listing:
14-3-3g Raf	Molecule
-365.0	CCOc1ccc(Nc2cc(N3CCN(C(=O)c4ccco4)CC3)c3noc4c3c2C(=O)c2ccccc2-4)cc1
-9.2	CCOc1ccc(CCNC(=O)CN2CCN(Cc3ccc(F)cc3)C2=O)cc1OCC

# The listing, repeating the preview:
14-3-3g Raf	Molecule
-365.0	CCOc1ccc(Nc2cc(N3CCN(C(=O)c4ccco4)CC3)c3noc4c3c2C(=O)c2ccccc2-4)cc1
-9.2	CCOc1ccc(CCNC(=O)CN2CCN(Cc3ccc(F)cc3)C2=O)cc1OCC
-10.4	CC(=O)Nc1ccc2c(c1)C(=O)N(c1ccc(C)c(C)c1)C2=O
-1.7	Cc1ncc(CO)c2cc(C(=O)Nc3ccccc3F)c(=N)oc12
-5.0	CCOC(=O)c1c(NC(=O)c2ccc(S(=O)(=O)N3CCOCC3)cc2)sc2c1CCN(C)C2
-6.6&-27.7	C=CCNC(=O)c1cc(-c2ccc(Br)cc2)on1
-6.4	O=C(CCS(=O)(=O)c1nc(-c2cccs2)cc(C(F)(F)F)n1)Nc1cccc(O)c1
-3.8	CCOCC(=O)Nc1nnc(C)s1
4.9	C=CCSc1nnc2c(n1)OC(c1ccccc1OC)N(C(C)=O)c1ccccc1-2 (configuration not stated)
0.2	CC(=O)N1CCc2cc(S(=O)(=O)NCCc3cccc(C)c3)ccc21
-3.8	COc1cc(C2C(C#N)=C(N)Oc3cc(O)ccc32)cc2c1OCO2 (configuration not stated)
-0.5&-0.6	CCCS(=O)(=O)N1CCCC(C(=O)NCc2cccnc2)C1 (configuration not stated)
1.3	CC(C)c1cc(C(N)=O)c(NC(=O)C2CCC2)s1
12.1	CC(=O)C1C(c2cccs2)NC(=O)NC1(O)C(F)(F)F (configuration not stated)
2.6	CCOc1ccc(C2/C(=C(\O)c3ccc(OC)c(OC)c3)C(=O)C(=O)N2c2cc(C)on2)cc1OC (configuration not stated)
10.5&-3.7	Cn1cc(CC(=O)NCCCN2CCCC2=O)c2ccccc21
-12.7&-4.6	COCCNC(=O)c1ccc2c(c1)nc(C)n2-c1cccc(F)c1
3.2&0.0	O=C(c1ccco1)N1CCN(c2ncccn2)CC1
-4.2	CCCn1cc(S(=O)(=O)CC(=O)Nc2ccc(OC)cc2OC)c2ccccc21
-3.0	Cc1ccc(NC(=O)C2CCC(CNS(=O)(=O)c3ccc(Br)s3)CC2)cc1F (configuration not stated)
9.5	CC(C)c1ccc(NC(=O)c2cc(S(=O)(=O)N3CCCC3)ccc2F)cc1
-224.1	CS(=O)(=O)Nc1ccc(C2=NN(S(=O)(=O)c3ccc(F)cc3)C(c3ccccc3F)C2)cc1 (configuration not stated)
-22.2	O=C(Nc1ccc([N+](=O)[O-])cc1Br)c1ccc(Br)cc1
0.7	CCOC(=O)C1=NNC2(c3ccc(Cl)cc3)C(=O)N(c3cccc(Br)c3)C(=O)C12 (configuration not stated)
-6.6&-1.4	COc1ccc(OC)c(-c2cc(C(=O)Nc3c(C)nn(Cc4ccccc4Cl)c3C)no2)c1
-2.4	COc1ccc(Br)cc1CNC(=O)CCc1cn(Cc2ccccc2)c2ccccc12
-1.0	Cn1c(=O)c2c(SC3CCCC3)nc(C3CC3)nc2n(C)c1=O
-7.1	Cc1ccc(CC(=O)N2CCC(c3nc4c(nnn4Cc4ccccc4)c(=O)[nH]3)CC2)cc1
-2.6	CCCCCC1CCC(C(=O)O)CC1 (configuration not stated)
8.0	O=C1CC(c2cccc(C(F)(F)F)c2)c2cc3c(cc2N1)OCCO3 (configuration not stated)
1.3	CC1=C(C(=O)Nc2ccc(C)cc2C)C(c2ccccc2F)n2ncnc2N1 (configuration not stated)
8.6	CCn1cc(C(=O)N2CCc3ccccc32)c(=O)c2cc(S(=O)(=O)N3CCCC3)ccc21
2.7	CC(C)c1ccc(NC(=O)C2C3C=CC4(O3)C2C(=O)N(Cc2ccc(F)cc2)C4C(=O)NC2CCCCC2C)cc1 (configuration not stated)
-8.2	CC1CCN(C(=O)CSc2nnc(-c3cccnc3)n2C2CCCCC2)CC1
4.8	Cc1cc(N2CCCC(C(=O)Nc3ccc4c(c3)CCC4)C2)n2ncnc2n1 (configuration not stated)
-2.5	N#Cc1ccc(-c2ccc(OC(=O)c3ccncc3)cc2)cc1
-3.0	CCOC(=O)Cn1c(=N)n(CCOc2ccc(F)cc2)c2ccccc21
-4.4	CC1(C)Cc2c(c(N3CCOCC3)nc3sc(C(=O)c4ccccc4)c(N)c23)CO1
-1.5	O=[N+]([O-])c1c(C(Cl)Cl)nn(-c2ccccc2)c1N1CCN(Cc2ccccc2)CC1
3.1	COc1cc(OC)nc(NC(=O)CSc2nc3ccccc3[nH]2)n1
-6.6	O=c1c2ccccc2nc(C=Cc2c[nH]c3ccccc23)n1-c1ccccc1[N+](=O)[O-]
-11.3	CCC1CCCCN1CCCNC(=O)c1cc(=O)[nH]c2ccc(S(=O)(=O)N3CCCC3)cc12 (configuration not stated)
2.2	CCOC(=O)c1ccccc1NC(=O)CSc1nc2ccccc2o1
-6.9	Nc1ccc(N2CCCCCC2)cc1
-4.5	CCOC(=O)CC(NC(=O)c1cccc(Cl)c1)c1cccc([N+](=O)[O-])c1 (configuration not stated)
9.4	CCOC(=O)c1ccccc1NC(=O)Cn1cnc2c(cnn2-c2ccc(F)cc2)c1=O
-1.9	O=[N+]([O-])c1c(Nc2ccccc2C(F)(F)F)ccc2nonc12
3.5	C=CCn1c(SCc2ccccc2)nc2sc3c(c2c1=O)CCCC3
8.9	CC1CCN(c2nc(-c3ccc([N+](=O)[O-])cc3)nc3ccccc23)CC1
2.0	COc1ccc(C2C(Oc3ccccc3C)C(=O)N2c2cccc([N+](=O)[O-])c2)cc1OC (configuration not stated)

# Three entries from above, arranged by number of heavy atoms, rising.
14-3-3g Raf	Molecule
-4.5	CCOC(=O)CC(NC(=O)c1cccc(Cl)c1)c1cccc([N+](=O)[O-])c1 (configuration not stated)
9.4	CCOC(=O)c1ccccc1NC(=O)Cn1cnc2c(cnn2-c2ccc(F)cc2)c1=O
2.7	CC(C)c1ccc(NC(=O)C2C3C=CC4(O3)C2C(=O)N(Cc2ccc(F)cc2)C4C(=O)NC2CCCCC2C)cc1 (configuration not stated)

# A second format for part of the listing above:
CCn1cc(C(=O)N2CCc3ccccc32)c(=O)c2cc(S(=O)(=O)N3CCCC3)ccc21
  14-3-3g Raf: 8.6
CC(C)c1ccc(NC(=O)C2C3C=CC4(O3)C2C(=O)N(Cc2ccc(F)cc2)C4C(=O)NC2CCCCC2C)cc1 (configuration not stated)
  14-3-3g Raf: 2.7
CC1CCN(C(=O)CSc2nnc(-c3cccnc3)n2C2CCCCC2)CC1
  14-3-3g Raf: -8.2
Cc1cc(N2CCCC(C(=O)Nc3ccc4c(c3)CCC4)C2)n2ncnc2n1 (configuration not stated)
  14-3-3g Raf: 4.8

# More results follow:
14-3-3g Raf	Molecule
-15.1	O=C1c2cccc3cccc(c23)C(=O)N1c1ccc(F)c([N+](=O)[O-])c1
0.4	CC(=O)Nc1ccccc1C(=O)C(=O)Nc1ccc(C)cc1C
-4.3	Cc1ccc(S(=O)(=O)NC2=NCCC2)cc1
7.4	CC(C)=CCOc1ccc2c3c(c(=O)oc2c1)CCC3
-2.8	CCc1c(C#N)c(SCc2c(C)noc2C)nc2c1C(=O)CC(C)(C)C2
-5.6	COC(=O)CNC(=O)c1sc2ncn(CC(=O)N3CCC(C)CC3)c(=O)c2c1C
-9.5	CCCCN1CC(C(=O)NCc2ccc(F)cc2)CC1=O (configuration not stated)
-6.5	COc1cc(-c2nnc(SCc3ccncc3)o2)cc(OC)c1OC
-7.8	Cc1ccc(-c2nnn(CC(=O)N(CC(=O)NC3CCCCC3)c3cnc4ccccc4c3)n2)o1
3.1	COc1ccc(N(C(=O)c2cc(OC)c(OC)c(OC)c2)S(=O)(=O)c2ccc(Cl)cc2)cc1
-3.0	CCN(CC)S(=O)(=O)c1ccc(C(=O)Nc2nc(-c3c(C)cc(C)cc3C)cs2)cc1
-5.9&-1.3	COc1ccccc1NC(=O)CN1CCN(CC(=O)Nc2ccc3c(c2)OCCO3)CC1
-10.4	Cc1cc(C)c2nc(C)cc(Nc3ccc(O)cc3)c2c1
1.5	CCN(c1cccc(C)c1)S(=O)(=O)c1ccc2[nH]c(=O)c(=O)[nH]c2c1
5.1	CN1CCn2c1nc(N1CCOCC1)nc2=O
-14.7	O=C(CCC1Nc2c3ccccc3nc(=S)n2C1=O)N1CC=C(c2ccccc2)CC1 (configuration not stated)
-8.8	CCN1CCCC(OC(=O)Nc2ccccc2)C1 (configuration not stated)
-10.0	COc1ccc(C2(CCNC(C)c3ccccc3)CCOC(C)(C)C2)cc1 (configuration not stated)
-164.4	O=[N+]([O-])c1cccc2c1NC(c1ccccc1F)C1CC=CC21 (configuration not stated)
0.8	CC(C)Sc1nc2c(c(=O)n(C)c(=O)n2C)n1C
-6.7	CCOC(=O)N1CCN(S(=O)(=O)c2cccc3cccnc23)CC1
-3.2	Cc1ccc2c(c1)c1ncn(CCC3=CCCCC3)c(=O)c1n2C
-2.0	CC(C)C(c1nnnn1Cc1ccco1)N1CCN(c2nc3ccccc3s2)CC1 (configuration not stated)
-20.7	CCN(CC)c1ccc2cc(C(=O)Nc3ccccc3Cl)c(=N)oc2c1
-1.8	CC1=C(C(=O)OCCOC(C)C)C(c2ccc(N(C)C)cc2)C2=C(CCCC2=O)N1 (configuration not stated)
0.4	CCCC(=O)N(c1ccc2oc(C)c(C(C)=O)c2c1)S(=O)(=O)c1ccc(Br)cc1
2.2	COC(=O)C1=NNC(C(=O)c2ccccc2)C1c1ccccc1 (configuration not stated)
0.2	COc1ccc(C2Nc3ccccc3NC3=C2C(=O)CC(c2ccc(C)cc2)C3)cc1Br (configuration not stated)
-5.8&3.0	C=CCSc1nnc2c(n1)OC(c1cccnc1)N(C(C)=O)c1ccccc1-2 (configuration not stated)
-2.5	O=C(Nc1ccccc1)N(CCCN1CCOCC1)Cc1cccnc1
1.7	CCOC(=O)CSC1=Nc2ccccc2C2=NC(CC(=O)NCc3ccc(OC)cc3)C(=O)N12 (configuration not stated)
6.6	CCOC(=O)C(NC(=O)OC(C)C)(Nc1nccs1)C(F)(F)F (configuration not stated)
-3.8	Cc1ccc(S(=O)(=O)N(C)CC(=O)N2CCOCC2)cc1
-14.5	CC(C)(CC(=O)OCc1ccc(Cl)cc1)CC1=NS(=O)(=O)c2ccccc2N1
-3.1	O=C(c1ccc(SCCN2CCOCC2)c([N+](=O)[O-])c1)N1CCOCC1
1.9	COc1cc(C2C(C(=O)Nc3ccccc3F)=C(C)NC3=C2C(=O)CCC3)ccc1O (configuration not stated)
-3.8	CCn1c2ccccc2c2cc(C=Nc3ccc(C)cc3)ccc21
1.5	O=C(Nc1ccccc1C(F)(F)F)c1cc(-c2ccccc2)nc2ccccc12
-2.3	O=C(COC(=O)Cn1cnc2ccccc21)Nc1ccc2c(c1)OCCO2
-4.5	O=C(c1ccc2c(=O)n(Cc3ccc4c(c3)OCO4)c(=S)[nH]c2c1)N1CCOCC1
-2.5	Cc1sc(-n2c(C)ccc2C)c(C#N)c1C
-86.3	O=S(=O)(Nc1nonc1NS(=O)(=O)c1ccc(F)cc1)c1ccc(F)cc1
-4.2	CC1CCCN(C(=O)CSc2cc(=O)n(C)c3ccccc23)C1 (configuration not stated)
-7.9	Cc1ccc(CNC(=O)c2ccc(Cn3c(=O)[nH]c4ccsc4c3=O)cc2)cc1
-3.8	CCn1c(CNC(=O)c2ccc(OC)c(OC)c2)nnc1SCC(=O)c1ccc(OC)cc1
-3.4	COCCOC(=O)C1=C(C)NC2=C(C(=O)C(C(=O)OC)C(C)C2)C1c1ccccc1[N+](=O)[O-] (configuration not stated)
5.9	CC1(C)CC(=O)C2=C(C1)c1c(ccc3ncccc13)NC2c1ccccc1Br (configuration not stated)
-8.0	CCOC(=O)c1coc(CNC(=O)c2c(C)oc3c2CCCC3)c1
3.2	O=C(O)CCNc1nc(-c2ccccc2)nc2ccccc12
-55.5	CCN(CC)CC(=O)c1c(C)[nH]c2ccccc12

# (cont.)
14-3-3g Raf	Molecule
-13.2	O=c1[nH]c2sc3c(c2c(=O)n1Cc1ccccc1)CCC3
-12.1	Cc1ccccc1CSC1=NCCN1C(=O)Cc1cccs1
-4.5	O=C(c1cc2c(s1)CCC2)N1C(=O)c2ccccc2S1(=O)=O
1.1	O=C(c1ccco1)N1CCN(CC(O)COc2ccc3oc4ccccc4c3c2)CC1 (configuration not stated)
-3.1	Cc1cc2ncn(S(=O)(=O)c3ccc(Cl)c(C)c3)c2cc1C
-13.1	O=C(C1CC1)N1CCN=C1SCc1ccc(Cl)cc1
7.0	C=CCNC(=O)CN1C(=O)CSc2ccc(S(=O)(=O)N(CC)CC)cc21
2.5	Cc1ccc(S(=O)(=O)N2CCC(C(=O)NCC3CCCO3)CC2)cc1 (configuration not stated)
-3.6	O=C(CCNC(=O)Cn1ccc2ccccc2c1=O)NCc1cccs1
-3.5	O=C(O)C1CC=C(Cl)CC1C(=O)Nc1cncs1 (configuration not stated)
-2.0	CC1CCN(C(=O)CSc2nnc(-c3ccccc3)o2)CC1
-0.9	C=CCN(CC=C)S(=O)(=O)c1ccc(C(=O)N=c2sc3cc(F)ccc3n2CC)cc1
-8.0	CCOC(=O)C1CCCN(C(=O)c2cncc(Br)c2)C1 (configuration not stated)
-3.5	COC(=O)CCn1[nH]c(=O)c2ccccc2c1=O
3.7	CCc1cccc(C)c1NC(=O)COc1ccc(C(C)C)cc1
0.4	COc1ccc(N2C(=O)CSC2c2ccc3c(c2)OCO3)cc1Cl (configuration not stated)
-0.9	O=C(NCc1ccccn1)C1CCCN(S(=O)(=O)c2ccccc2)C1 (configuration not stated)
-4.0	CCOC(=O)CCCNC(=O)CN1C(=O)NC2(CCCCCC2)C1=O
-9.0	CCOC(=O)c1cnc2c(OC)cccc2c1Nc1cc(C(=O)O)ccc1C
-5.8	COc1ccc(CC(=O)Nc2c3c(nn2-c2ccc(Cl)cc2)CS(=O)(=O)C3)cc1
-8.7	CC1=C(C#N)C(c2ccc3ncccc3c2)C(C#N)=C(C)N1
-6.9	O=C(CSc1nc2[nH]ncc2c(=O)n1-c1ccc(Cl)cc1)NCc1cccs1
2.6	COc1ccc(C)cc1NC(=O)NCCC1=CCCCC1
-3.1	CCOc1ccc(-c2cc(C(=O)N3CCc4ccccc4C3)c3ccccc3n2)cc1
-10.7	Cc1cc(C)nc(/N=C2\NC(=O)CC3C(=O)NCCN23)n1 (configuration not stated)
0.4	COc1cccc(NC(=O)Cn2c(=O)n(-c3ccc(Cl)cc3)c(=O)c3c(C)c(C)sc32)c1
-1.3	C1CCc2nnc(-c3nnc4n3CCCCC4)n2CC1
